Bioassay records (PubChem BioAssay)
LYP phosphatase: inhibition of human PTPN22 tyrosine phosphatase – biochemical, DiFMUP fluorescence, recombinant catalytic domain, 10 µM, primary screen (AID 606) | recombinant LYP catalytic domain, DiFMUP fluorescence; higher % means a stronger effect | inhibition, % at 10 µM; hits with a dose series show IC50 in µM | 52,000 tested, under 10 active;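 active = IC50 under 40 µM in the dose-response test; inactive = IC50 of 40 µM or more, or never dose-tested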
HT1080 cytotoxicity: HT1080 cell viability loss – fluorescence readout (AID 620). 0.42% of 87,000 active. HT1080 viability, fluorescence; higher % means a stronger effect. one-dose cytotoxicity, % at 10 µM; EC50 in µM for titrated hits; in the data active = cytotoxicity above about 50%;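 note: cells exposed to compound overnight then 4 h with Alamar Blue; 0% = vehicle DMSO and 100% = killing control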
MK inhibit: inhibitors of Streptococcus pneumoniae mevalonate kinase; purified MK, PK/LDH-coupled NADH absorbance 340 nm; inhibition, % at 10 µM; 0.48% of 65,000 active;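 active = ranked among the strongest by inhibition in the single 10 µM screen, a fixed top-ranked set picked for dose follow-up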; note: no value below 0 was filed
Spn PMK inh: S. pneumoniae PMK inhibition | AID 539 | purified PMK, PK/LDH-coupled NADH absorbance 340 nm | inhibition, % at 10 µM | 0.49% of 65,000 active;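 active = top-ranked compounds by inhibition in the single 10 µM screen, taking a fixed number of the strongest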;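 note: 0% = full reaction with DMSO carrier and 100% = background rate without enzyme reaction; no value below 0 was filed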
Spn DPM-DC inh: blocks S. pneumoniae diphosphomevalonate decarboxylase; purified DPM-DC, PK/LDH coupled NADH fluorescence; calls only at 10 µM; 0.49% of 65,000 active; AID 556;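 active = the 320 compounds with the highest percent inhibition in the single-dose primary screen, excluding strongly autofluorescent ones, cut at about 32% in these data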;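 note: kinetic rate of NADH fluorescence loss reporting ADP formed by the decarboxylase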
* marks the source's active call; other numbers are inactive results; i = inactive; x = not tested or not shown. The list is partial; count on the stated rates, not on these rows.

Every second line gives: LYP phosphatase | HT1080 cytotoxicity | MK inhibit | Spn PMK inh | Spn DPM-DC inh
CCC(=O)c1ccc(OCC(O)CN2CCCCC2)cc1 (configuration not stated)
→ x | -8.0% | x | x | x
Cc1ccc(S(=O)(=O)N2CCCOC2)cc1
→ x | -3.5% | x | x | x
CC(=O)c1cc(F)c(N2CCOCC2)cc1C
→ x | 11.0% | x | x | x
Cc1ccc(C(=O)OC2CCS(=O)(=O)c3sccc32)cc1 (configuration not stated)
→ x | -5.6% | x | x | x
O=C(Nc1ccccc1C(=O)NC1CCCCC1)c1ccco1
→ x | -6.1% | x | x | x
O=C(Nc1cc(C(F)(F)F)ccc1-n1cncn1)c1ccc(-c2ccccc2)cc1
→ x | -5.8% | x | x | x
CC1CCc2nc(NC(=O)CN3CCN(c4ccc(F)cc4)CC3)sc2C1 (configuration not stated)
→ x | 2.3% | x | x | x
Cc1cccc(C(=O)Nc2cccc(C(=O)N3CCOCC3)c2)c1
→ x | 6.3% | x | x | x
O=C(Nc1ccc(NC(=O)C2CCCCC2)nc1)c1ccco1
→ x | -0.2% | x | x | x
CC(=O)C1=C(O)CCC1=NCCc1ccccc1
→ x | 23.8% | x | x | x
Cc1cccc(Oc2ccc(N)cc2)c1
→ x | 0.4% | x | x | x
CCc1nc2sc(C#N)c(N)c2c2c1CCCC2
→ x | 3.3% | x | x | x
COc1ccc(Cn2c(C)c(C)c(C#N)c2NC(=O)Nc2ccc(F)cc2)cc1
→ x | -1.9% | x | x | x
Cn1c(N)c(C(=O)COC(=O)C2CCCCC2)c(=O)n(C)c1=O
→ x | -16.1% | x | x | x
O=C(O)CN=C1NC2(CCCCC2)Cc2ccccc21
→ x | -3.7% | x | x | x
C=C(C)C1Cc2c(C)nn(-c3cc(C)c4ccccc4n3)c2C1 (configuration not stated)
→ x | -7.4% | x | x | x
O=C(N1CCOCC1)N1CCN(c2ccc(F)cc2)CC1
→ x | -0.3% | x | x | x
O=C(C1CCN(S(=O)(=O)c2cccs2)CC1)N1CCN(c2ccccc2)CC1
→ x | -1.7% | x | x | x
CCCN(CCC)S(=O)(=O)c1ccc(NS(=O)(=O)c2ccc(F)cc2)cc1
→ x | -2.3% | x | x | x
CCOC(=O)c1cc(OC(=O)c2ccccc2)n(-c2ccccc2)n1
→ x | -9.4% | x | x | x
Cc1cccc(Cc2cnc(NC(=O)c3ccc(C)o3)s2)c1
→ x | -11.8% | x | x | x
COc1ccc(C2Nc3ccccc3C(=O)N2Cc2ccco2)cc1COc1ccc(F)cc1 (configuration not stated)
→ x | -14.2% | x | x | x
O=C(CSc1n[nH]c(-c2ccccc2)n1)Nc1ncc(Br)cc1Br
→ x | -4.8% | x | x | x
O=C(O)CC1=C(O)C(=O)N(c2ccccc2)C1c1ccc(Br)cc1 (configuration not stated)
→ x | -7.1% | x | x | x
O=C(Nc1ccccc1)N1CCN(c2ccccn2)CC1
→ x | -4.2% | x | x | x
O=C(NCc1ccccc1)c1ccc2c(c1)C(=O)N(CC1CCCO1)C2=O (configuration not stated)
→ x | 2.6% | x | x | x
O=C1N[C@@H](Cc2ccccc2)C(=O)N1CCN1CCOCC1
→ x | 2.9% | x | x | x
c1ccc(CN2CCN(C3=Nc4cccc5cccc3c45)CC2)cc1
→ x | 28.8% | x | x | x
CC(C)(C)c1cnnn1-c1ccc(C=O)cc1
→ x | 0.2% | x | x | x
CCCc1[nH]c(=O)c(C#N)c2c1CCCC2
→ x | -5.4% | x | x | x
Cc1cccc2c1CC(C)(C)N=C2C1=C(O)CC(C)(C)CC1=O
→ x | -10.2% | x | x | x
COc1ccc(NC(=O)CNS(=O)(=O)c2cccs2)c(OC)c1
→ x | 0.5% | x | x | x
COC(=O)C(C(=O)Nc1cccc(C)n1)C1CCCCCC1 (configuration not stated)
→ x | 15.7% | x | x | x
CCOC(=O)Cn1c(=O)c(-c2ccccc2NC)nc2ccccc21
→ x | -3.7% | x | x | x
CCC1S/C(=N/C(=O)NC2CCCCC2)NC1=O (configuration not stated)
→ x | 16.8% | x | x | x
Cc1ccccc1-n1nnnc1Sc1nnnn1-c1ccccc1
→ x | 20.6% | x | x | x
CCn1nnnc1-c1ccc(OC)c(S(=O)(=O)Nc2ccc(C)c(C)c2)c1
→ x | -2.5% | x | x | x
Cc1ccc2c(c1)CCCN2C(=O)c1ccco1
→ x | 12.8% | x | x | x
Cc1ccc(C(=O)n2c(=S)nc3ccccn32)cc1
→ x | 3.6% | x | x | x
CCC(C)c1ccc(S(=O)(=O)N2CCN(C(=O)COc3ccc4c(C)cc(=O)oc4c3)CC2)cc1 (configuration not stated)
→ x | -1.4% | x | x | x
Cc1ccc(NC(=S)NCC2CCCO2)cc1 (configuration not stated)
→ x | 4.9% | x | x | x
O=C(COc1ccc(Br)cc1)NCc1ccccn1
→ x | 12.4% | x | x | x
CCOC(=O)c1c(C=O)c(C)n(Cc2ccccc2Cl)c1C
→ x | -4.3% | x | x | x
COc1ccc(C2=Nn3c(nnc3-c3ccco3)SC2)cc1OC
→ x | 5.2% | x | x | x
c1ccc(CNc2ccc(CNc3ncn[nH]3)cc2)cc1
→ x | -1.6% | x | x | x
c1ccc(-c2nnc(-c3ccncc3)o2)cc1
→ x | -24.2% | x | x | x
Cc1c(C(=O)N2CCCCC2)nnn1-c1nonc1N
→ x | -0.7% | x | x | x
O=S(=O)(Nc1nc2ccccc2nc1N1CCN(c2ccccc2F)CC1)c1ccc(Cl)cc1
→ x | -3.3% | x | x | x
COc1ccc(-c2nc(C#N)c(NCc3cccnc3)o2)cc1OC
→ x | -4.4% | x | x | x
Cc1ccc2c(c1)c1c3n2CCCN(Cc2ccccc2)C3CCC1 (configuration not stated)
→ x | 5.4% | x | x | x
Cc1noc(C)c1C(=O)N1CCCc2ccccc21
→ x | -2.2% | x | x | x
CCCCc1c(O)nc(SCC(=O)NC(C)(C)C)n(-c2ccccc2C)c1=O
→ x | 0.6% | x | x | x
CC1=C(C(=O)Nc2ccccc2)C2(CCCCC2)C(C#N)=C(SCC(N)=O)N1
→ x | -6.1% | x | x | x
COC(=O)C1=C(C)NC(=O)C1(NS(=O)(=O)c1ccc(C)cc1)C(F)(F)F (configuration not stated)
→ x | 4.5% | x | x | x
CCN1CCN(C(c2nnnn2Cc2ccc3c(c2)OCO3)C(C)C)CC1 (configuration not stated)
→ x | -7.3% | x | x | x
COCCNC(=O)Cn1c(=O)n(Cc2ccco2)c(=O)c2ccccc21
→ x | -3.0% | x | x | x
CCOC(=O)C1=C(C)NC2=C(C(=O)CCC2)C1c1coc2ccccc2c1=O (configuration not stated)
→ x | 10.3% | x | x | x
Cn1cccc1-c1nc2ccc(NC(=O)c3ccc([N+](=O)[O-])cc3)cc2[nH]1
→ x | 6.0% | x | x | x
Cc1cc(OCC(=O)NC(C)C)cc(C)c1Cl
→ x | -2.9% | x | x | x
C=CCn1c(CCNC(=O)c2ccccc2F)nnc1SCC(=O)Nc1nc2ccccc2s1
→ x | -9.4% | x | x | x

Ordered by molar mass (smallest number first): part of the list above
Every second line gives: LYP phosphatase | HT1080 cytotoxicity | MK inhibit | Spn PMK inh | Spn DPM-DC inh
c1ccc(-c2nnc(-c3ccncc3)o2)cc1
→ x | -24.2% | x | x | x
Cc1ccc2c(c1)CCCN2C(=O)c1ccco1
→ x | 12.8% | x | x | x
Cc1ccc(NC(=S)NCC2CCCO2)cc1 (configuration not stated)
→ x | 4.9% | x | x | x
Cc1noc(C)c1C(=O)N1CCCc2ccccc21
→ x | -2.2% | x | x | x
Cc1ccc(C(=O)n2c(=S)nc3ccccn32)cc1
→ x | 3.6% | x | x | x
Cc1c(C(=O)N2CCCCC2)nnn1-c1nonc1N
→ x | -0.7% | x | x | x
c1ccc(CNc2ccc(CNc3ncn[nH]3)cc2)cc1
→ x | -1.6% | x | x | x
COC(=O)C(C(=O)Nc1cccc(C)n1)C1CCCCCC1 (configuration not stated)
→ x | 15.7% | x | x | x
CCOC(=O)c1c(C=O)c(C)n(Cc2ccccc2Cl)c1C
→ x | -4.3% | x | x | x
O=C(COc1ccc(Br)cc1)NCc1ccccn1
→ x | 12.4% | x | x | x
Cc1ccc2c(c1)c1c3n2CCCN(Cc2ccccc2)C3CCC1 (configuration not stated)
→ x | 5.4% | x | x | x
Cc1ccccc1-n1nnnc1Sc1nnnn1-c1ccccc1
→ x | 20.6% | x | x | x
CCOC(=O)Cn1c(=O)c(-c2ccccc2NC)nc2ccccc21
→ x | -3.7% | x | x | x
COc1ccc(C2=Nn3c(nnc3-c3ccco3)SC2)cc1OC
→ x | 5.2% | x | x | x
COCCNC(=O)Cn1c(=O)n(Cc2ccco2)c(=O)c2ccccc21
→ x | -3.0% | x | x | x
Cn1cccc1-c1nc2ccc(NC(=O)c3ccc([N+](=O)[O-])cc3)cc2[nH]1
→ x | 6.0% | x | x | x
CCN1CCN(C(c2nnnn2Cc2ccc3c(c2)OCO3)C(C)C)CC1 (configuration not stated)
→ x | -7.3% | x | x | x
CCOC(=O)C1=C(C)NC2=C(C(=O)CCC2)C1c1coc2ccccc2c1=O (configuration not stated)
→ x | 10.3% | x | x | x
CCn1nnnc1-c1ccc(OC)c(S(=O)(=O)Nc2ccc(C)c(C)c2)c1
→ x | -2.5% | x | x | x
COC(=O)C1=C(C)NC(=O)C1(NS(=O)(=O)c1ccc(C)cc1)C(F)(F)F (configuration not stated)
→ x | 4.5% | x | x | x
CC1=C(C(=O)Nc2ccccc2)C2(CCCCC2)C(C#N)=C(SCC(N)=O)N1
→ x | -6.1% | x | x | x
CCCCc1c(O)nc(SCC(=O)NC(C)(C)C)n(-c2ccccc2C)c1=O
→ x | 0.6% | x | x | x
C=CCn1c(CCNC(=O)c2ccccc2F)nnc1SCC(=O)Nc1nc2ccccc2s1
→ x | -9.4% | x | x | x
O=S(=O)(Nc1nc2ccccc2nc1N1CCN(c2ccccc2F)CC1)c1ccc(Cl)cc1
→ x | -3.3% | x | x | x
CCC(C)c1ccc(S(=O)(=O)N2CCN(C(=O)COc3ccc4c(C)cc(=O)oc4c3)CC2)cc1 (configuration not stated)
→ x | -1.4% | x | x | x

Carrying on.
Every second line gives: LYP phosphatase | HT1080 cytotoxicity | MK inhibit | Spn PMK inh | Spn DPM-DC inh
COc1ccc(-n2c(COc3ccc4ccccc4c3)nnc2SCC(=O)NCc2ccco2)cc1
→ x | 6.6% | x | x | x
Cc1ccc(N(CC(O)Cn2c3ccccc3c3ccccc32)S(C)(=O)=O)cc1 (configuration not stated)
→ x | 17.7% | x | x | x
O=c1oc(-c2ccccc2)nc2ccsc12
→ x | -0.6% | x | x | x
O=C(Nc1cccc2c1CCCC2)c1ccncc1
→ x | -7.9% | x | x | x
Cc1cc(C)c(C2C(C#N)=C(N)Oc3n[nH]c(C)c32)cc1CN1CCOCC1 (configuration not stated)
→ x | -1.6% | x | x | x
O=C(Nc1cc(Cl)c(O)c(Cl)c1)C1CCCO1 (configuration not stated)
→ x | -27.7% | x | x | x
Cc1cc(C)c2nc(NC(=O)c3cc(C)on3)sc2c1
→ x | 1.3% | x | x | x
COC(=O)CSC1=C(C#N)C(c2ccsc2)CC(=O)N1 (configuration not stated)
→ x | 5.6% | x | x | x
O=C(O)Cc1ccc(O)c(F)c1
→ 24.0% | 2.4% | x | x | x
O=C1c2cccc(O)c2C(=O)c2c(O)cccc21
→ 16.1% | 1.4% | x | x | x
C[C@]12CC[C@@H]3c4ccc(O)cc4[C@@H](O)C[C@H]3[C@@H]1CC[C@@H]2O
→ 4.6% | -8.9% | x | x | x
O=c1[nH]c(=O)n([C@H]2C[C@H](O)[C@@H](CO)O2)cc1C(F)(F)F
→ 22.4% | 4.2% | x | x | x
NC(C(=O)O)C1CC(Cl)=NO1 (configuration not stated)
→ 15.2% | 3.6% | x | x | x
O=C(O)c1cccnc1
→ 14.6% | -3.4% | x | x | x
CC(=O)NC1=NC(=O)CS1
→ x | x | 6.0 | 21.0 | i
O=C(CN1C(=O)CCC1=O)Nc1nc(-c2ccc(Cl)s2)cs1
→ x | x | 2.0 | 7.0 | i
Nc1ccccc1C(=O)Nc1cccc(C(=O)O)c1
→ x | x | 1.0 | 0.0 | i
COc1ccccc1-n1cnc2cc(C(=O)NCC3CCCO3)ccc21 (configuration not stated)
→ x | x | 0.0 | 17.0 | i
Cc1cc(C)nc(SCCc2ccncc2)n1
→ x | x | 1.0 | 18.0 | i
Cc1c(N=Cc2ccc(Cl)o2)c(=O)n(-c2ccccc2)n1C
→ x | x | 5.0 | 13.0 | i
CCCCOc1ccc(C(O)(CCC)CCN2CCOCC2)cc1 (configuration not stated)
→ x | x | 10.0 | 18.0 | i
